Source: PubChem
FXIIa inh – human FXIIa protease inhibitors, primary screen, biochemical, 1536-well; Coagulation factor XII (Homo sapiens), P00748; purified FXIIa, Boc-QGR-AMC fluorogenic substrate, 2 h; inhibition, % at 5 µM; 0.3% of 220,000 active; AID 800, 2007; in the data active means inhibition above about 40%;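 further: 0% = enzyme with no compound and 100% = blank without enzyme; many of its hits are not listed in these tables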
Target sequence (P00748 20-372 limits assumed): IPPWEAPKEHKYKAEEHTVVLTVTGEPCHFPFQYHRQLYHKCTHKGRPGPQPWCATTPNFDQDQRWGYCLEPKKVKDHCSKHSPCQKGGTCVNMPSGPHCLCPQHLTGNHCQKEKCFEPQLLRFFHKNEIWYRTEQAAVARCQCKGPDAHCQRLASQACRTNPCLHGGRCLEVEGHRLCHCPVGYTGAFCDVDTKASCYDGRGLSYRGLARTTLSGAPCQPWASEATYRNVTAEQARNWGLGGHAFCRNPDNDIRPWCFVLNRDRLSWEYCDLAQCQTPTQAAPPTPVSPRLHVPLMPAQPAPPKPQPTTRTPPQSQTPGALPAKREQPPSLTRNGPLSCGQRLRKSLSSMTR
Target sequence (P00748 373-615 limits assumed): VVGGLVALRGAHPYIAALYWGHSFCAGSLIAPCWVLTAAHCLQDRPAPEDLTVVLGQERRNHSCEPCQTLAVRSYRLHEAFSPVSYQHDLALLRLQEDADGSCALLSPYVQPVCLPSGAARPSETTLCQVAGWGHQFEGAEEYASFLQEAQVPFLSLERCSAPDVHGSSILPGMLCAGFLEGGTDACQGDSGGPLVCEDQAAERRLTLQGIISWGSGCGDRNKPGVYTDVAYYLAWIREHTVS
TbHK1 inh – Trypanosoma brucei hexokinase 1 inhibitors, primary screen, biochemical, G6PDH-coupled NADH absorbance, MLSCN library; hexokinase 1 [Trypanosoma brucei]; recombinant TbHK1, G6PDH-coupled NADH A340; inhibition, % at 10 µM; 0.11% of 220,000 active; AID 1430, 2008;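 active means inhibition of 50% or more in the single-dose primary screen; inactive means inhibition below 50%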
Wee1 stabilizer – Wee1 degradation inhibitors, primary screen, cell-based, HeLa, Wee1K328M-luciferase, luminescence; HeLa Luc-Wee1K328M stability; 100% = proteasome inhibitor MG132 effect; reporter increase, % at 5 µM; 1.2% of 220,000 active; AID 1321, 2008;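 active means activation above the mean of all tested compounds plus 3 SD, set per screening run, cut at about 8.8% in these data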;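 further: cells exposed to compound for 20 h before luminescence read; 0% = DMSO alone and 100% = MG132 at 30 µM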
TNF death inh – inhibitors of TNF-alpha triggered necroptosis, primary screen, cell-based, Jurkat FADD-/-, single concentration | Jurkat FADD-/- TNF necroptosis rescue, ATP luminescence, 24 h; 0 = TNF only, 100 = no-TNF cells | activation (protection from cell death), % at 10 µM | 0.068% of 220,000 active | AID 463075, 2010;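 active means activation, meaning protection from cell death, of at least 50% relative to plate controls; inactive means activation below 50%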;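 further: necroptosis triggered by 40 ng/mL TNF-alpha added together with compound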
PPC-1+TRAIL kill – compounds killing PPC-1 cancer cells with TRAIL present, primary screen, TRAIL potentiator project, ATPLite luminescence, uHTS. 0.41% of 220,000 active. cell killing (% activity), % at 4 µM. PPC-1 cells + TRAIL, ATPLite viability luminescence;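 active means cell killing above 50% in the first pass at 4 µM, then a duplicate retest at 5 µM averaging 50% or more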;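 further: plate controls were cells with TRAIL plus DMSO for no effect and medium-only wells lacking cells for full effect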
zVAD death inh – inhibitors of zVAD-triggered necroptosis, primary screen, L929 cells; L929 zVAD necroptosis rescue, ATP luminescence, 24 h; with zVAD 60 µM; viability rescue, % at 10 µM; 0.38% of 220,000 active; AID 1377, 2008;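 active means activation, scaled between plate controls, above about 75%, limit read from the data; inactive means activation under that limit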;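 further: 0% = zVAD with DMSO and 100% = DMSO alone without zVAD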
FXIa inh 1536 – human FXIa protease inhibitors, primary screen, biochemical, 1536-well; Coagulation factor XI (Homo sapiens), P03951; purified FXIa, Boc-Glu-Ala-Arg-AMC fluorogenic substrate; inhibition, % at 5 µM; 0.14% of 220,000 active; AID 798, 2007;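 active means inhibition of at least 40%; inactive means inhibition below 40%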;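 further: fluorescence of freed AMC excited at 355 nm; 0% = enzyme without compound and 100% = no enzyme blank; many of its hits are not listed in these tables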
PGE2 EP2 inh – human EP2 receptor antagonists, primary screen, TR-FRET cAMP, C6 glioma cells; Prostaglandin E2 receptor EP2 subtype (Homo sapiens), P43116; C6 glioma cells expressing human EP2; cells stimulated with saturating PGE2; inhibition, % at 25 µM; 0.52% of 260,000 active;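 active means percent inhibition above 40 after rounding to a whole number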;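 further: rat C6 glioma host cells with rolipram phosphodiesterase inhibitor present; the protocol text gives 20 µM as final concentration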
Target sequence (P43116 whole entry, looked up): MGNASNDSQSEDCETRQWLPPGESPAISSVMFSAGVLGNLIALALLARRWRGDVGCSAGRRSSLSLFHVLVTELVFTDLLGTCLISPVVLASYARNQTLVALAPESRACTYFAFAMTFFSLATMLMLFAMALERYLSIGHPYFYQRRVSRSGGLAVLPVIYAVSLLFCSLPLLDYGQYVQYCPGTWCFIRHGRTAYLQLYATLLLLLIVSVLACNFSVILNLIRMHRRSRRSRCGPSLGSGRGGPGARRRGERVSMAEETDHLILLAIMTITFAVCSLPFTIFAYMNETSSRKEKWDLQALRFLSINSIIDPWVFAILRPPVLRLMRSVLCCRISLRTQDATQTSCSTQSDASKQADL
CHOP inh – inhibitors of CHOP promoter induction, primary screen, cell-based, unfolded protein response, luciferase reporter; CHO-K1 CHOP-promoter luciferase, tunicamycin-induced, 15-18 h; inhibition, % at 10 µM; 3.8% of 220,000 active;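 active means compounds that reduced the stress-induced luciferase reporter signal by more than about 70% of percent inhibition, limit read from the data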;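 further: 0% = tunicamycin plus vehicle and 100% = wells without tunicamycin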
* hit, by the source's call; x = not tested or not shown; & = joins results of further samples. Not all compounds are listed; count on the stated rates, not on these rows.

Order of results: FXIIa inh	TbHK1 inh	Wee1 stabilizer	TNF death inh	PPC-1+TRAIL kill	zVAD death inh	FXIa inh 1536	PGE2 EP2 inh	CHOP inh
> C/C(CC(=O)Nc1ccccn1)=N\NC(=O)c1ccc2ccccc2c1
    20.9	36.5	1.8	1.4	18.2	1.6	17.9	5.7	16.8
> O=C(COC(=O)c1cnc(Cl)c(Cl)c1)NCCC1=CCCCC1
    4.8	3.8	0.1	-0.4	-7.9	1.6	17.0	11.6	36.3
> CCOC(=O)Cc1csc(NC(=O)CSc2nnc(-c3ccc(F)cc3)o2)n1
    10.6	4.2	-3.0	-0.2	33.2	1.4	-10.8	12.6	78.2*
> CCOC(=O)C1CCN(c2nc3ccccc3nc2C(C#N)C(=O)NCCc2ccccc2)CC1 (stereo unspecified)
    17.8	-10.6	2.0	0.5	x	0.4	5.7	x	-17.3
> Cc1cccc(N2CCN(C(=O)CCN3C(=O)C4C5C=CC(C5)C4C3=O)CC2C)c1 (stereo unspecified)
    7.9	-8.6	-3.0	0.3	22.8	-0.2	0.8	8.0	25.2
> O=C1N(c2ccccc2)C(=Nc2ccccc2)SC12CC2
    5.3	0.7	-0.1	1.3	-4.0	0.2	2.2	5.4	-17.1
> O=C(Nc1ccnc(-c2ccncc2)n1)c1ccc(F)cc1
    10.5	-4.0	-3.2	0.5	4.6	1.6	3.7	4.5	5.6
> c1ccc(OCCSc2ncnc3nc[nH]c23)cc1
    x	1.9	-0.3	0.6	x	0.9	x	7.0	x
> CC(=O)Cc1nnn(-c2cc(C)on2)n1
    3.0	45.2	7.7	0.9	26.6	-0.3	-1.8	3.8	-7.1
> S=c1[nH]nc(-c2ccco2)n1/N=C/c1cccc(Cl)c1
    7.2	0.2	-2.2	1.1	16.8	0.8	1.0	9.2	10.1
> O=C(COc1ccc(S(=O)(=O)N2CCCC2)cc1Cl)NC1CC1
    15.8	2.1	0.9	0.5	-1.3	0.9	5.5	8.8	12.3
> Cc1cc(NS(=O)(=O)c2ccc(NC(=O)CSc3nnc(-c4ccco4)n3N)cc2)nc(C)n1
    -8.5	-0.1	-1.3	0.8	-10.8	0.4	-8.4	2.1	-2.1
> O=C(NCCC1=CCCCC1)c1ccc(Cl)c(S(=O)(=O)Nc2ccccc2)c1
    14.1	4.5	6.9	-6.2	19.5	1.6	-2.6	6.3	61.0
> Cc1ccccc1-n1c(SCC(=O)NCc2cccs2)nnc1-c1ccncc1
    14.6	2.8	3.0	1.6	-8.9	-0.1	3.0	x	41.4
> CCOC(=O)C1(C(F)(F)F)N=C(N(C)C)OC(N(C)C)=N1
    16.2	-1.1	-3.2	-0.2	5.1	0.8	2.4	14.6	-2.0
> O=C(CCS(=O)(=O)c1cccc2nsnc12)N1CCN(c2ccccc2F)CC1
    4.0	-9.9	3.5	-0.3	24.7	-0.1	1.0	8.3	10.1
> FC(F)(F)c1cc(-c2ccco2)nc2ncnn12
    10.1	-39.2	-3.5	0.0	0.2	0.6	6.8	18.4	8.4
> COc1cccc(OC)c1C(=O)NNC(=O)c1ccc(F)cc1
    10.9	-16.6	-0.4	-0.7	2.9	0.0	-0.2	5.8	7.0
> COc1ccc(N=Cc2ccc[nH]2)cc1
    9.7	-4.2	0.7	-1.5	-16.6	1.4	-7.9	7.8	17.1
> CC1CN(S(=O)(=O)c2cccc(C(F)(F)F)c2)CC(C)O1 (stereo unspecified)
    5.2	-5.2	-2.6	2.4	-1.2	0.5	3.5	6.9	11.0
> COc1ccc(-c2cc(C(=O)O)c3sc(N4CCCCC4)nc3n2)cc1OC
    11.3	19.4	1.8	1.5	20.4	1.5	4.3	7.3	8.3
> CCC12CN3CCN(CC(C3)/C1=N\NC(=O)c1ccc(Cl)cc1)C2
    3.1	2.8	4.7	0.2	0.0	0.2	-4.3	1.1	-14.9
> O=C1NCCc2c1[nH]c1c(Cl)ccc(Cl)c21
    10.2	0.2	-1.3	-4.5	3.3	2.1	-0.6	8.2	51.8
> O=C(Nc1cc(Sc2ccccn2)cc([N+](=O)[O-])c1)c1ccc(Cl)cc1
    7.1	6.8	-0.8	-2.4	3.0	0.0	-8.0	11.8	39.0
> O=C1CC(CC(=O)N/N=C/c2ccccc2[N+](=O)[O-])=NN1
    6.4	-5.3	-1.1	-0.5	-4.2	0.4	15.0	7.1	0.5
> CCOCC(=O)Nc1c(C)n(C)n(-c2ccccc2)c1=O
    7.8	1.7	-0.6	0.5	11.8	0.5	-3.6	10.0	-4.4
> COc1cnc(NS(=O)(=O)c2ccc(N)cc2)nc1
    8.8	-1.7	2.3	1.1	2.2	0.1	2.0	19.3&9.8	0.6
> O=C1Nc2ccccc2/C1=N/N=C/c1ccc(-c2ccc([N+](=O)[O-])cc2)o1
    8.5	-10.1	-1.1	-1.4	3.8	2.5	4.3	9.1	25.6
> Cc1ccc(NC(=O)C2CCCN2S(=O)(=O)c2ccc3c(c2)CCC(=O)N3)cc1Cl (stereo unspecified)
    14.7	-3.9	0.4	-1.0	-14.4	2.4	6.9	10.3	23.4
> CC(NC(=S)Nc1ccc([N+](=O)[O-])cc1)c1ccncc1 (stereo unspecified)
    0.2	-10.2	1.4	-0.1	-0.8	4.3	1.8	12.4	5.1
> O=S(=O)(Cc1ccc(Cl)cc1)CC(O)COCc1ccccc1 (stereo unspecified)
    5.7	6.4	-1.9	0.6	3.3	0.0	-6.4	13.0	-10.6
> O=[N+]([O-])c1ccc(CSc2nnc(SCc3ccccc3)s2)cc1
    9.7	3.4	3.2	1.8	8.6	0.4	6.1	7.5	6.6
> N=C1C(c2nc3ccccc3c(=O)[nH]2)=C(O)CN1c1ccccc1
    13.2	-6.8	2.2	-12.2	8.4	0.1	4.6	12.5	-6.1
> CC(=O)Nc1ccc(OCC(O)CN2CCN(c3ccc(Cl)cc3)CC2)cc1 (stereo unspecified)
    6.9	5.9	1.4	-1.1	16.1	-0.9	0.6	7.9	18.0
> C/C(=N/NC(=O)CNC(=O)c1ccncc1)c1ccco1
    2.3	-8.3	-0.2	5.4	-3.4	1.4	-3.5	8.0	19.9
> CC(=O)Nc1ccc(S(=O)(=O)NC2=NCN(CCOC(=O)c3ccccc3)CN2)cc1
    5.7	32.1	-1.5	0.8	-1.9	0.2	-1.9	16.0	-7.2
> Cc1cccc(NC(=S)NCCc2ccc(F)cc2)c1C
    5.3	5.5	-0.9	-11.2	-6.0	0.3	-4.0	7.0	12.8
> Cc1ccc(N(CC(=O)NC(C)(C)C)C(=O)CNC(=O)c2cccs2)cc1C
    9.1	-2.3	-1.9	-0.2	0.0	2.2	10.1	7.2	44.5
> COC(=O)c1c(NC(=O)CCNCc2ccco2)sc2c1CCC2
    7.0	-6.2	5.4	3.8	36.8	0.5	9.3	7.0	6.2
> CCOc1ccc(-c2cc(C(=O)Nc3ccc4c(c3)OCCO4)c3ccccc3n2)cc1
    10.0	-14.4	1.6	-17.8	15.0	1.5	1.6	8.7	13.7

Reformatted in CSV form: entries from further up
compound,FXIIa inh,TbHK1 inh,Wee1 stabilizer,TNF death inh,PPC-1+TRAIL kill,zVAD death inh,FXIa inh 1536,PGE2 EP2 inh,CHOP inh
O=C1NCCc2c1[nH]c1c(Cl)ccc(Cl)c21,10.2,0.2,-1.3,-4.5,3.3,2.1,-0.6,8.2,51.8
O=C(Nc1cc(Sc2ccccn2)cc([N+](=O)[O-])c1)c1ccc(Cl)cc1,7.1,6.8,-0.8,-2.4,3.0,0.0,-8.0,11.8,39.0

Further records.
Order of results: FXIIa inh	TbHK1 inh	Wee1 stabilizer	TNF death inh	PPC-1+TRAIL kill	zVAD death inh	FXIa inh 1536	PGE2 EP2 inh	CHOP inh
> O=C(NN1CCCCC1)c1cccc(COc2ccc(Cl)cc2)c1
    2.0	2.5	-1.5	2.0	7.8	0.1	-0.9	5.2	58.1
> CCOC(=O)c1c(NC(=O)c2ccc(N3C(=O)[C@@H]4[C@H](C3=O)[C@H]3C=C[C@@H]4C3)cc2)sc2c1CC(C)CC2 (stereo partly specified)
    3.4	-19.7	-0.9	0.3	10.9	0.7	1.8	16.7	6.5
> S=C1NC2(CCCCC2)Nc2ccccc21
    5.2	-7.1	-0.7	0.7	7.7	6.5	-7.2	13.0	-1.1
> Cc1ccc(S(=O)(=O)N2CCC(C(=O)OC(C)C(=O)NCc3ccc4c(c3)OCO4)CC2)cc1 (stereo unspecified)
    9.1	5.6	2.5	-1.6	9.1	0.1	3.6	7.6	10.2
> COc1ccc(S(=O)(=O)N2CCOCC2)cc1NC(=O)COc1cccnc1[N+](=O)[O-]
    9.0	1.0	-1.7	0.3	-6.9	3.4	0.1	6.7	5.8
> O=S(=O)(c1cccc2nsnc12)N1CCCC1
    1.7	-17.5	3.1	-0.1	x	0.0	-3.0	5.5	21.1
> O=C(NC1CCCCC1)C(c1ccc(F)cc1)N(Cc1ccco1)C(=O)c1ccccn1 (stereo unspecified)
    9.4	-3.6	-3.7	0.6	12.6	-0.1	8.7	12.5&5.7	10.4
> CCCCNC(=O)c1cccc(NC(=O)C(=O)c2ccccc2NC(C)=O)c1
    6.6	2.2	-2.4	-0.3	-12.2	x	4.1	3.1	49.7
> Cc1cc2cc(CN(Cc3cccs3)C(=S)NCc3ccco3)c(=O)[nH]c2cc1C
    13.1	27.5	-1.6	3.0	13.9	1.0	3.4	5.3&7.4	21.3
> CC1=C(C(=O)Nc2cccc(F)c2)C(c2ccsc2)C2=C(CC(C)(C)CC2=O)N1 (stereo unspecified)
    7.0	6.7	2.9	-5.1	-15.1	-0.7	7.3	18.1	-19.3
> CCCC1Cc2c(sc(N)c2C#N)CO1 (stereo unspecified)
    6.8	0.8	5.6	-1.8	4.6	0.4	1.8	4.6	3.0
> O=c1oc2ccccc2c(Nc2ccc(F)cc2)c1[N+](=O)[O-]
    4.6	-17.7	1.8	-1.8	28.3	1.3	-4.8	5.8	12.9
> Cn1c(N/N=C/c2c[nH]c3ccccc23)nc2ccccc21
    -2.8	-57.5	0.5	-8.8	4.5	1.2	-3.6	15.6	15.0
> COC(=O)c1cn[nH]c1NC(=S)Nc1ccccc1C
    18.2	3.6	0.4	-3.3	20.8	0.1	1.1	1.1	9.2
> CCc1c(C(=O)c2ccc(Cl)cc2)oc2c(C)c3oc(=O)cc(C)c3cc12
    18.0	-11.5	-2.7	-1.1	12.9	0.4	14.2	1.1	-40.5
> CN(C)C(=O)c1cc(C(=O)c2ccc(C(F)(F)F)cc2F)c[nH]1
    6.3	-8.4	6.4	0.9	30.7	1.0	-2.1	5.5	10.2
> O=C(CSc1nnc(-c2ccccc2)o1)NC1CCS(=O)(=O)C1 (stereo unspecified)
    2.1	-5.2	0.2	1.4	7.7	1.4	-11.5	5.8	-3.8
> CC(C)(C)NC(=O)NC(=O)CN1CCCCCCC1
    12.4	-2.6	-1.5	1.8	9.8	15.3	-1.3	2.3	0.6
> COC(=O)c1ccccc1NC(=O)c1cnn2c(C)cc(C)nc12
    -1.1	-13.4	-1.4	0.2	-4.0	0.7	-4.7	8.4&5.2	35.1
> CNC(=O)COC(=O)CCC(=O)c1cccs1
    4.9	-2.2	-0.1	-0.5	-4.4	2.2	-2.2	3.7	17.9
> COc1c2c(nc3occc13)C(CCC(C)(C)O)(OC)C(O)CC2 (stereo unspecified)
    -0.3	-2.3	-0.2	-3.9	0.8	-0.3	-6.3	3.2	20.4
